Screens as filed in PubChem BioAssay.
TDP2 inh: blocks human TDP2 phosphodiesterase activity; O95551; recombinant TDP2, T5PNP hydrolysis, p-nitrophenol absorbance 415 nm; inhibition, % at 12.8 µM; 0.34% of 370,000 active;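 active means inhibition above the mean of all tested compounds plus 3 SD, set per campaign, cut at about 25% in these data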;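 further: 0% = DMSO with enzyme and 100% = buffer with substrate but no TDP2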
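Evaluation: % inhibition relative to enzyme-containing and enzyme-free wells. Material: recombinant human TDP2. Benchmarks: enzyme-free and DMSO wells. Timing: enzyme reaction with compound for 2 h at 37 °C. Compound dosing: 12.8 µM only. Measured by: p-Nitrophenol epi absorbance. Reagent: T5PNP substrate at 5 mM, a TopII-DNA adduct mimic. Replication: single well per compound.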
ASAP1 inh: blocks human ASAP1-stimulated Arf1 GTP hydrolysis. Q9ULH1. GDP FP detection. inhibition, % at 16.5 µM. 0.19% of 360,000 active; in the data active means inhibition above about 25%;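 further: 0% = vehicle with enzyme and substrate and 100% = no enzyme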
Target sequence (Q9ULH1 325-724 limits assumed): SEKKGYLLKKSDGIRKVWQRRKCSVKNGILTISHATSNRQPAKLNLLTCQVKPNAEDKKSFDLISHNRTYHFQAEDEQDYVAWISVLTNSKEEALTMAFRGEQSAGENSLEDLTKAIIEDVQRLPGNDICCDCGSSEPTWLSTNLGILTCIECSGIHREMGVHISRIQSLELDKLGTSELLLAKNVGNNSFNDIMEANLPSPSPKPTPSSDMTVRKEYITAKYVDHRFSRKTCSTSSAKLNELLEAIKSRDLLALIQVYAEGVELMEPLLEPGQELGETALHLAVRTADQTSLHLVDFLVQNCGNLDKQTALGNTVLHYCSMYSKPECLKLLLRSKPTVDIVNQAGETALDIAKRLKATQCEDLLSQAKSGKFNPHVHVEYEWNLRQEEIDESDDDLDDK
ARFGAP1 inh: rat ARFGAP1 inhibition | AID 651572 | Arfgap1-stimulated ARF1 GTP hydrolysis, GDP FP detection | Q62848 | inhibition, % at 16.5 µM | 0.26% of 360,000 active;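 active means inhibition above a per-plate limit, mean inhibition of low control wells plus 3 SD, cut at about 25% in these data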;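 further: 0% = DMSO wells with enzyme and 100% = wells lacking Arfgap1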
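Material: rat Arfgap1 catalytic domain, aa 1-136; also added: human ARF1(Δ1-17)-GTP substrate; compound dosing: one concentration, 16.5 µM, DMSO 1.26%; incubation: GTP hydrolysis reaction 2 h at 25 °C; measured by: Tracer-displacement fluorescence polarization with EDTA stop, 620/688 nm; evaluation: % inhibition from polarization; repeats: one replicate per compound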
SIAE inh: inhibitors of human sialic acid acetylesterase SIAE | Q9HAT2 | SIAE FP-Rh probe binding, fluorescence polarization | inhibition, % at 9.66 µM | 0.69% of 370,000 active | AID 1053197;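 active means inhibition above a cutoff: mean of compounds within the control limits plus 3 SD of those, cut at about 17% in these data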;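 further: 0% = plate median of compound wells and 100% = probe without SIAE protein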
Target sequence (Q9HAT2 whole entry, looked up): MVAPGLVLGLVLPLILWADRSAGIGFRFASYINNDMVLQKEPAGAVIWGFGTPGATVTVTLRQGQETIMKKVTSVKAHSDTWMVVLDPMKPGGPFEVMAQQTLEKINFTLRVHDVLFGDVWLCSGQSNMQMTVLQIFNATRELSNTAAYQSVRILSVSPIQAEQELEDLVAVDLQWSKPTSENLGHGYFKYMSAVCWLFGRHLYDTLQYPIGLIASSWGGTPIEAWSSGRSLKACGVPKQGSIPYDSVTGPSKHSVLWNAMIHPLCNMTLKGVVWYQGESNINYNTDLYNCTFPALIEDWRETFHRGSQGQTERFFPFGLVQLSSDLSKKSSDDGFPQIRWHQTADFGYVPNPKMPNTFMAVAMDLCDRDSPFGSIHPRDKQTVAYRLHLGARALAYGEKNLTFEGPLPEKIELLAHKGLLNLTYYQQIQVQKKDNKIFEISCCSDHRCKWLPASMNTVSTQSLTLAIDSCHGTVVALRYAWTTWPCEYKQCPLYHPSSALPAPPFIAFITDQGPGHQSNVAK
DDE Tn6 FP inh: DD(E)-Tn6 binding inhibition, primary FP screen | P02675 | Fibrin DD(E) TRITC-Tn6 fluorescence polarization displacement | inhibition, % at 8.3 µM | 0.21% of 370,000 active;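 active means inhibition above a per-campaign cutoff: mean of compounds within control limits plus 3 SD, cut at about 15% in these data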;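 further: 0% = median of all compound wells on the plate and 100% = blocking peptide control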
ADAM17 inh: inhibitors of human ADAM17 | 0.83% of 370,000 active | recombinant ADAM17, EDANS/DABCYL FRET peptide cleavage | AID 720648 | P78536 | inhibition, % at 6.95 µM;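 active means inhibition above the mean of compounds lying between control limits plus 3 SD, set per campaign, cut at about 8.5% in these data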;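 further: 0% = DMSO-only wells as the low control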
PLCb3 inh: inhibitors of human phospholipase C beta3; Q01970; Purified PLC-beta3, fluorogenic substrate, fluorescence; inhibition, % at 12.2 µM; 0.18% of 370,000 active; AID 720704; in the data active means inhibition above about 11%;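 further: 0% = median of compound wells on plate and 100% = full blocker control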
Tn7 DDE FP: disrupts Tn7 cyclic peptide binding to fibrin D-Dimer-E complex; inhibition, % at 8.3 µM; FP displacement of FITC-Tn7 peptide from fibrin DD(E); 0% = median of compound wells per plate; 0.13% of 370,000 active; P02675;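 active means inhibition above the mean of compounds falling within the control limits plus 3 SD of them, cut at about 14% in these data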;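 further: 0% = plate median of compound wells and 100% = 10 µM Aha-Tn7 peptide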
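Assay system: human fibrin DD(E) protein / Input: 2 µM fibrin DD(E) / Benchmarks: high control of 10 µM Aha-Tn7 peptide / Measured by: fluorescence polarization of the labelled Tn7 tracer / Medium: Tris buffer with calcium and detergent, pH 7.8 / Timing: 10 min compound pre-incubation, 3 h probe incubation at room temperature / Repeats: one replicate per compound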
PLCg1 inh: blocks human PLC-gamma1 enzyme activity; purified PLC-gamma1, fluorogenic substrate, fluorescence; P19174; inhibition, % at 12.2 µM; AID 720700; 0.84% of 370,000 active; in the data active means inhibition above about 9.5%
ADAM10 inh: inhibits human ADAM10; inhibition, % at 7 µM; recombinant ADAM10, EDANS/DABCYL FRET peptide cleavage, 3 h; O14672; 0.62% of 370,000 active; AID 720582;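 active means inhibition above a per-campaign cutoff equal to the mean of compounds falling between control-based bounds plus 3 SD, cut at about 20% in these data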;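 further: 0% = DMSO wells while the 100% control is not disclosed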
* marks the source's active call; other numbers are inactive results; / = no result given. Rows are unselected. Share with any hit: about 3.6%.

ADAM17 inh	TDP2 inh	PLCb3 inh	SIAE inh	ASAP1 inh	DDE Tn6 FP inh	Tn7 DDE FP	PLCg1 inh	ARFGAP1 inh	ADAM10 inh	Structure
-3	22	-14	8	4	6	-1	-12	-5	-21	COC(=O)CCCC1=CC2=CC(=O)C(C)(OC(=O)c3cccs3)C(=O)C2=CN1C1CC1 (stereo not given)
-2	-4	5	3	1	7	4	5	-7	1	Cc1ccc(-n2nnnc2SC(C)C(N)=O)c(C)c1 (stereo not given)
-5	-2	-7	1	2	2	-4	-4	7	-2	CCN(CC)CCN(C(=O)c1ccc(Br)s1)c1nc2cc3c(cc2s1)OCCO3
-4	7	-8	1	6	0	3	0	3	-1	Cc1ccc(OCC(=O)N2CCOCC2)c([N+](=O)[O-])n1
-2	3	-1	0	-3	2	-5	1	-1	-2	Cc1cc(-c2nnc(CCC(=O)NC(Cc3ccccc3)c3ccccc3)o2)no1 (stereo not given)
-4	10	0	-2	-3	1	2	2	-3	-3	CC(C)CN1CCC(C(=O)N2CCN(c3ccccc3F)CC2)CC1
-4	1	-1	4	-2	2	8	1	-6	4	CN(C)C(=S)Nc1ccc2c(c1)OCCO2
-6	2	1	4	13	5	3	-1	-2	0	CCOC(=O)C1(C(F)(F)F)N=C(c2cccnc2)OC(N2CCOCC2)=N1 (stereo not given)
-15	5	-36	-6	-1	-3	5	-25	3	-36	O=C(c1ccncc1)N1CCN(c2cc(-c3ccccc3)nc3cc(-c4cccc(Cl)c4)nn23)CC1
-2	13	-14	2	-5	1	7	-3	-1	-3	N=C1S/C(=C\c2ccco2)C(=O)N1c1nccs1
-3	1	2	6	4	10	-2	-1	-10	5	CC(=O)c1c(C)nc2ccccc2c1N
-7	-4	-13	0	-11	-1	-1	-3	2	-30	C=CCNC(=S)/N=c1/ccccn1C
-2	0	0	1	3	4	1	5	9	-7	CC(=O)OC(C(=O)NC1CCCCC1)c1ccc(Cl)cc1 (stereo not given)
0	-2	-4	-22	8	-6	-2	1	11	-3	O=C(COC(=O)c1ccc(-n2cnnn2)cc1)c1ccc(Br)cc1
-4	-8	0	-1	8	-9	-9	1	11	-4	COc1ncnc2c1ncn2CCCNCC(C)c1ccccc1 (stereo not given)
0	-6	3	-4	-3	-1	-3	5	7	9	CC(C)(C)n1nc2c(c1NC(=O)c1ccco1)CS(=O)C2 (stereo not given)

A portion of the results above:
ADAM17 inh	TDP2 inh	PLCb3 inh	SIAE inh	ASAP1 inh	DDE Tn6 FP inh	Tn7 DDE FP	PLCg1 inh	ARFGAP1 inh	ADAM10 inh	Structure
-4	7	-8	1	6	0	3	0	3	-1	Cc1ccc(OCC(=O)N2CCOCC2)c([N+](=O)[O-])n1
-2	3	-1	0	-3	2	-5	1	-1	-2	Cc1cc(-c2nnc(CCC(=O)NC(Cc3ccccc3)c3ccccc3)o2)no1 (stereo not given)
-4	10	0	-2	-3	1	2	2	-3	-3	CC(C)CN1CCC(C(=O)N2CCN(c3ccccc3F)CC2)CC1
-4	1	-1	4	-2	2	8	1	-6	4	CN(C)C(=S)Nc1ccc2c(c1)OCCO2
-6	2	1	4	13	5	3	-1	-2	0	CCOC(=O)C1(C(F)(F)F)N=C(c2cccnc2)OC(N2CCOCC2)=N1 (stereo not given)
-15	5	-36	-6	-1	-3	5	-25	3	-36	O=C(c1ccncc1)N1CCN(c2cc(-c3ccccc3)nc3cc(-c4cccc(Cl)c4)nn23)CC1
-2	13	-14	2	-5	1	7	-3	-1	-3	N=C1S/C(=C\c2ccco2)C(=O)N1c1nccs1
-3	1	2	6	4	10	-2	-1	-10	5	CC(=O)c1c(C)nc2ccccc2c1N
-7	-4	-13	0	-11	-1	-1	-3	2	-30	C=CCNC(=S)/N=c1/ccccn1C
-2	0	0	1	3	4	1	5	9	-7	CC(=O)OC(C(=O)NC1CCCCC1)c1ccc(Cl)cc1 (stereo not given)

Among those listed so far, 2 contain bromine:
ADAM17 inh	TDP2 inh	PLCb3 inh	SIAE inh	ASAP1 inh	DDE Tn6 FP inh	Tn7 DDE FP	PLCg1 inh	ARFGAP1 inh	ADAM10 inh	Structure
-5	-2	-7	1	2	2	-4	-4	7	-2	CCN(CC)CCN(C(=O)c1ccc(Br)s1)c1nc2cc3c(cc2s1)OCCO3
0	-2	-4	-22	8	-6	-2	1	11	-3	O=C(COC(=O)c1ccc(-n2cnnn2)cc1)c1ccc(Br)cc1

(next part)
ADAM17 inh	TDP2 inh	PLCb3 inh	SIAE inh	ASAP1 inh	DDE Tn6 FP inh	Tn7 DDE FP	PLCg1 inh	ARFGAP1 inh	ADAM10 inh	Structure
1	0	-3	-7	/	1	-2	-1	/	3	COc1ccc2c(c1)[C@@]1(NCCc3c1[nH]c1ccc(OC)cc31)C(=O)N2
1	7	-1	4	-13	-6	7	0	0	2	O=C(Nc1cccc(C(=O)O)c1)/C(=C\c1ccc2c(c1)OCO2)NC(=O)c1ccco1
-1	-5	3	0	7	10	-9	2	2	12	CC1(C)COC2(OC1)C(=O)N(CN1CCOCC1)c1ccccc12
13*	-8	-9	-7	6	-13	-4	-2	1	45*	CC1(Cc2ccc(C(F)(F)F)o2)C(=O)Nc2cc(-c3ccc(F)cc3F)ccc21 (stereo not given)
2	-6	4	0	10	-2	-5	6	4	5	CC(C)(Cc1ccccc1)/[N+]([O-])=C\c1ccccc1
-7	1	-81	11	16	-4	-9	-66	14	-10	CCc1ccc(C2C(C#N)=C(N)Oc3cc(N)ccc32)cc1 (stereo not given)
-2	-5	-5	3	-3	-1	3	-4	-2	0	Cc1ccc2c(c1)C(=O)C(=O)N2Cc1ccc(Cl)cc1
-3	6	-8	-4	-11	-1	5	0	3	-4	CCOCCCN(C)C1CCN(C(=O)c2oc3ccccc3c2NC(=O)Cc2ccc(F)cc2)CC1
1	-7	-6	3	4	-4	2	6	15	-8	O=C(CC1SC(=Nc2ccc3c(c2)OCCO3)NC1=O)Nc1ccc(F)cc1F (stereo not given)
-2	-6	0	-10	-4	4	5	0	-9	1	CCCN(CCC)c1nc(N)nc(-c2cc(Cl)ccc2OC)n1
-1	8	-14	12	-5	4	5	-10	7	-8	COCCNC(=S)N(CCc1c(C)[nH]c2ccc(OC)cc12)Cc1ccco1
-2	6	0	-5	4	8	-3	2	1	4	COc1ccc(OCC(=O)N2CCN(c3cccc(Cl)c3)CC2)cc1
3	1	1	2	3	1	-3	3	-11	3	Cc1ccc(C)c(C(=O)CSc2nnnn2-c2cccnc2)c1
-2	12	-10	14	2	-12	-3	-1	6	-4	CN(C)CCCN(C(=O)c1ccc(S(=O)(=O)N(C)C2CCCCC2)cc1)c1nc2ccc(Br)cc2s1
3	-7	-2	-39	6	-8	-2	8	17	10	COc1ccccc1/C=C1\SC(=S)N(CCC(=O)Nc2ccc(C(=O)O)c(O)c2)C1=O
-3	-3	-1	0	4	-4	2	-1	7	-4	C/C(=N\NC(=O)c1ccco1)c1cc2ccccc2o1
-1	-6	4	8	-2	-1	-1	4	-18	-3	C=C(C)C1CC=C(C)/C(=N/NC(=O)COc2ccccc2Cl)C1 (stereo not given)
-6	-3	0	-2	-11	-8	-3	2	21	0	CCCC(=O)N1CCN(c2ccc(NC(=O)c3ccccc3)cc2)CC1
-3	8	0	7	4	2	1	3	16	13	O=C(CSc1nnc(CNC(=O)c2c(F)cccc2Cl)o1)Nc1ccc2c(c1)OCCO2
-3	-2	5	3	0	-4	-3	1	6	-2	CC1=C(C(=O)N(C(C)C)C(C)C)CC(CC(=O)NCC2CCCCC2)C(=O)N1Cc1ccc(F)cc1 (stereo not given)
0	6	-4	-13	-13	0	1	0	-1	-3	CC1SC2(NC1=O)C1CC3CC(C1)CC2C3 (stereo not given)
-16	8	-30	-1	1	0	-3	-16	-9	-56	Cn1c(C(=O)NCCN2CCCCCC2)cc2c(=O)n(C)c3ccccc3c21
-6	0	-8	5	-16	-7	1	2	3	-12	Cn1c(N)c(C(=O)COC(=O)c2cc(S(=O)(=O)N3CCOCC3)ccc2F)c(=O)n(C)c1=O
-1	-5	-2	0	8	1	-2	-4	1	-8	Cn1c(CN2CCCC2)c(C#N)c2ccccc21
-5	1	2	-2	4	0	6	1	3	-15	COc1ccc(Cl)cc1C(=O)N1CCN=C1SC
-2	-9	-2	1	11	-5	-6	2	7	2	Cc1nc(-c2ccccn2)nc(SCC(=O)c2ccccc2)c1Cl
3	-49	4	-3	-15	6	5	2	10	2	O=c1[nH]c(/C=C\c2cccnc2)c([N+](=O)[O-])c(=O)[nH]1
0	-16	-5	-6	-4	-3	7	3	-10	8	CCn1c(O)c(N=Nc2ccc3ccccc3n2)c2ccccc21
5	-15	5	-2	3	-8	6	5	1	12	COC(=O)c1ccc(CSc2nc3ccc(Cl)cc3[nH]2)o1
-4	0	0	-2	5	7	0	1	-1	-5	COc1ccc(C)cc1NC(=O)CN1C(=O)COc2ccc(S(=O)(=O)N3CCC(C)CC3)cc21
